Bioassay records (PubChem)
Growth percent in the NCI-60 one-dose screen (48 h, 10 µM unless noted): 100 = growth as untreated, 0 = no growth, -100 = all killed.
UACC-257 – UACC-257 melanoma | 78,000 tested, 4.4% active
SK-MEL-5 – SK-MEL-5 melanoma. AID 1794755. 80,000 tested, 6.4% active
UACC-62 – UACC-62 melanoma; 81,000 tested, 5.4% active
MALME-3M – MALME-3M melanoma; 78,000 tested, 5.8% active
M14 – M14 melanoma; 80,000 tested, 6.2% active
SK-MEL-2 – SK-MEL-2 melanoma. 77,000 tested, 4.7% active
MDA-MB-435 – MDA-MB-435 melanoma; 82,000 tested, 7.8% active; AID 1794794
SK-MEL-28 – SK-MEL-28 melanoma; AID 1794761; 81,000 tested, 4.1% active
Active calls of the source: *; · = no result given; & = joins results of further samples; [ ] = dose if it differs, or a comment. Rule for the calls: active = growth percent below 10; inactive = the rest.

1	O=C(/C=C/C(=O)N1CCc2ccccc2C1)N1CCc2ccccc2C1
2	O=C(/C=C/Nc1nnc(SCc2ccccc2)s1)c1cc2cc(Br)ccc2oc1=O
3	CCOC(=O)C(CCC1=NC(C)(C)CC(C)O1)C(=O)OCC (centres undefined)
4	COC(=O)c1ccc(O)c(CN(C)C)c1
5	CCCCC(O)Cn1ncc(C(=O)OCC)c1NC(=O)Nc1ccccc1F (centres undefined)
6	CCCCNC(=O)NS(=O)(=O)c1ccc(N2N=C(c3cc(C)ccc3C)CC2c2cc(OC)c(OC)c(OC)c2)cc1 (centres undefined)
7	COc1ccc(C2CC(c3ccc(S(=O)(=O)NCCNc4nc(N(C)C)nc(N5CCOCC5)n4)cc3)=Nc3c(N)nc(N)nc3N2)cc1 (centres undefined)
8	COc1ccc(/C=C2\Cc3ccccc3C2=O)cc1

Assay by compound,1,2,3,4,5,6,7,8
UACC-257,122,95,105,106,101,59,108,·
SK-MEL-5,94,105,108,104,97,6.3*,80,100
UACC-62,117,75,93,103,83,49,92,90
MALME-3M,122,97,·,95,102,25,97,89
M14,98,101,84,97,91,8.5*,100,98
SK-MEL-2,·,107,34,104,101,55,106,·
MDA-MB-435,103,99,104,97,89,-46*,102,62
SK-MEL-28,124,111,107,111,102,19,108,97

9	O=[N+]([O-])c1cccc2c1CCC2
10	Cc1cc(N2CCN(CC(=O)Nc3ccc4c(ccn4C)c3)CC2)nc(N2CCC(C)CC2)n1
11	O=C(c1ccc(Cc2n[nH]c(=O)c3cccnc23)cc1)N1CCN(c2ccccc2)CC1
12	COc1cc(-c2c3c(nc4c2c(C)nn4-c2ccccc2)-c2ccccc2C(=O)C3=O)cc(OC)c1OC
13	Cc1c(C(N)=O)sc2c1c(=O)n(Cc1ccccc1)c1nnc(S(=O)(=O)Cc3ccccc3)n21
14	COc1cc(CNC(=O)CCCC/C=C/C(C)C)ccc1OCc1cn(-c2ccccc2Cl)nn1
15	O=C(Cn1cc[n+](CC(=O)c2ccc(Cl)cc2)c1)Nc1cccc2cccnc12
16	O=[N+]([O-])c1ccc(N/N=C/c2ccccc2)nc1

Assay by compound,9,10,11,12,13,14,15,16
UACC-257,102,101,105,64,118,88,93,120
SK-MEL-5,118,99,95,70,91,90,93,105
UACC-62,109,82,92,87,96,73,86,106
MALME-3M,111,95,118,72,98,107,·,136
M14,103,98,103,90,106,93,99,105
SK-MEL-2,108,100,110,72,86,91,103,104
MDA-MB-435,111,99,106,-0.8*,98,103,104,119
SK-MEL-28,114,101,98,95,104,106,102,116

Part of the list above in order of formula weight, lowest first:
4	COC(=O)c1ccc(O)c(CN(C)C)c1
16	O=[N+]([O-])c1ccc(N/N=C/c2ccccc2)nc1
8	COc1ccc(/C=C2\Cc3ccccc3C2=O)cc1
1	O=C(/C=C/C(=O)N1CCc2ccccc2C1)N1CCc2ccccc2C1
5	CCCCC(O)Cn1ncc(C(=O)OCC)c1NC(=O)Nc1ccccc1F (centres undefined)
15	O=C(Cn1cc[n+](CC(=O)c2ccc(Cl)cc2)c1)Nc1cccc2cccnc12
11	O=C(c1ccc(Cc2n[nH]c(=O)c3cccnc23)cc1)N1CCN(c2ccccc2)CC1
10	Cc1cc(N2CCN(CC(=O)Nc3ccc4c(ccn4C)c3)CC2)nc(N2CCC(C)CC2)n1
13	Cc1c(C(N)=O)sc2c1c(=O)n(Cc1ccccc1)c1nnc(S(=O)(=O)Cc3ccccc3)n21
14	COc1cc(CNC(=O)CCCC/C=C/C(C)C)ccc1OCc1cn(-c2ccccc2Cl)nn1

Assay by compound,4,16,8,1,5,15,11,10,13,14
UACC-257,106,120,·,122,101,93,105,101,118,88
SK-MEL-5,104,105,100,94,97,93,95,99,91,90
UACC-62,103,106,90,117,83,86,92,82,96,73
MALME-3M,95,136,89,122,102,·,118,95,98,107
M14,97,105,98,98,91,99,103,98,106,93
SK-MEL-2,104,104,·,·,101,103,110,100,86,91
MDA-MB-435,97,119,62,103,89,104,106,99,98,103
SK-MEL-28,111,116,97,124,102,102,98,101,104,106

2	O=C(/C=C/Nc1nnc(SCc2ccccc2)s1)c1cc2cc(Br)ccc2oc1=O
12	COc1cc(-c2c3c(nc4c2c(C)nn4-c2ccccc2)-c2ccccc2C(=O)C3=O)cc(OC)c1OC
6	CCCCNC(=O)NS(=O)(=O)c1ccc(N2N=C(c3cc(C)ccc3C)CC2c2cc(OC)c(OC)c(OC)c2)cc1 (centres undefined)
7	COc1ccc(C2CC(c3ccc(S(=O)(=O)NCCNc4nc(N(C)C)nc(N5CCOCC5)n4)cc3)=Nc3c(N)nc(N)nc3N2)cc1 (centres undefined)

Assay by compound,2,12,6,7
UACC-257,95,64,59,108
SK-MEL-5,105,70,6.3*,80
UACC-62,75,87,49,92
MALME-3M,97,72,25,97
M14,101,90,8.5*,100
SK-MEL-2,107,72,55,106
MDA-MB-435,99,-0.8*,-46*,102
SK-MEL-28,111,95,19,108

(list continues)
17	c1coc(-c2cn3ccnc3c(-c3ccco3)n2)c1
18	Cc1ccc(C(=O)CSc2n[nH]c(-c3ccncc3)n2)cc1
19	CCCC1(C2CCCC2)NC(=O)NC1=O (centres undefined)
20	COc1ccc(/C=C2\SC(=S)NC2=O)cc1
21	CCOC(=O)Oc1c(OC)cc(C(=O)c2ccc(OC)c(O)c2OC)cc1OC
22	O=Nc1ccc(-[n+]2ccccc2)c([N+](=O)[O-])c1
23	COc1ccc(-n2ncc3c2ccc2cc(S(=O)(=O)c4ccccc4)c(=O)n(C)c23)cc1
24	O=c1c2cc(F)ccc2sc2c(N3CCCCC3)nc3ccccc3c12

Assay by compound,17,18,19,20,21,22,23,24
UACC-257,99,97,102&113,82,47,108,93,97
SK-MEL-5,87,99,112,82,32,102,96,98
UACC-62,93,99,107&95,85,34,101,88,96
MALME-3M,112,94,103,63,49,125,89,104
M14,106,101,115&100,81,-9.2*,116,93,97
SK-MEL-2,114,105,118&103,121,25,118,96,115
MDA-MB-435,111,101,102&112,91,-47*,109,90,107
SK-MEL-28,108,105,104&111,100,53,105,91,109

25	CC1COC(C)(C)O1 (centres undefined)
26	CC1CCCC1C(=O)O (centres undefined)
27	CCOc1ccc(C(CN2CCOCC2)C(C)=O)cc1OC (centres undefined)
28	CCOC(=O)c1cc(=O)c(SC(=S)N2CCCC2)co1
29	COC(OC)C(=O)c1ccccc1
30	Nc1nc(NCc2ccccc2)n(S(=O)(=O)c2ccc(F)cc2F)n1
31	Cc1nn(-c2ccccc2)c2nc3c(nc12)C1=NCCN1C(c1ccc2c(c1)OCO2)N3 (centres undefined)
32	N#Cc1c(/N=C\NNC(=O)c2ccc(Cl)cc2)oc(-c2ccccc2)c1-c1ccccc1

Assay by compound,25,26,27,28,29,30,31,32
UACC-257,95,·,90,94,101,115,·,95
SK-MEL-5,105,100,94,99,106,97,86,89
UACC-62,107,108,94,91,95,96,107,73
MALME-3M,113,113,84,79,119,104,103,86
M14,95,103,94,97,114,93,108,89
SK-MEL-2,108,94,111,110,123,105,108,106
MDA-MB-435,92,102,98,92,104,109,100,96
SK-MEL-28,110,110,102,99,116,102,104,107

33	O=c1[nH]c2nnnn2c2sc3c(c12)CCCC3
34	COc1ccc(Nc2n[nH]c(N)c2C(N)=O)c(OC)c1
35	COc1cc(OC)c(C(=O)c2nccn2C)c(OC)c1
36	CN1C(=O)C(C2=NN(c3ccccc3)C(c3ccccc3C(=O)O)C2)C(=O)N(C)C1=O (centres undefined)
37	CN(C)c1ccc(C2C(C#N)=C(N)Oc3c2ccc2ccccc32)cc1 (centres undefined)
38	COc1ccc2c3nc4cc(C)c(C)cc4nc3n(CCN(C)C)c2c1
39	Cc1cc(CSc2ccccc2C(=O)NCCNc2ccc([N+](=O)[O-])cc2)on1
40	c1ccc2c(-c3cc(-c4cc(-c5cccc6ccccc56)on4)no3)cccc2c1

Assay by compound,33,34,35,36,37,38,39,40
UACC-257,·,87,91,92,91,10,·,116
SK-MEL-5,94,99,100,106,91,-81*,98,95
UACC-62,96,83,111,98,64,3.4*,68,97
MALME-3M,98,118,97,109,85,-86*,75,101
M14,91,97,102,96,77,-74*,100,110
SK-MEL-2,101,93,88,105,94,-4.6*,96,121
MDA-MB-435,100,103,107,106,15,-76*,93,108
SK-MEL-28,104,102,108,115,87,-64*,102,115

41	c1ccc(Cn2cnc3ccc(-c4nc(-c5ccc6c(c5)ncn6C5CCCCC5)cn5ccnc45)cc32)cc1
42	C[C@H]1[C@H](C)CC[C@]2(C(=O)NCCCNCCCCNCCCN)CC[C@]3(C)C(=CC[C@@H]4[C@@]5(C)C/C(=C/c6cccnc6)C(=O)C(C)(C)[C@@H]5CC[C@]43C)[C@H]12
43	COc1cc(NC(=O)CN2CCN(c3cc(=O)[nH]c4ccc(F)cc34)CC2)cc(OC)c1OC
44	N#C/C(=C\c1ccc(Br)cc1)n1nnc2cc(Cl)c(Cl)cc21
45	NNc1nncc2ccccc12
46	COc1ccc(-c2nc(N=Nc3c(O)[nH]c4ccccc34)nc(N3CCOCC3)c2C#N)cc1
47	O=C1Nc2ccccc2/C1=C/c1cn(CCCn2cc(/C=C3\C(=O)Nc4ccccc43)c3ccccc32)c2ccccc12
48	CCOC(=O)N1C2c3ccccc3C(c3ccccc32)N1C(=O)OCC

Assay by compound,41,42,43,44,45,46,47,48
UACC-257,-33*,93,97,52,104&103,74,86,92
SK-MEL-5,-84*,96,99,43,93&98,57,75,107
UACC-62,-31*,79,81,47,85&95,50,65,101
MALME-3M,-15*,·,·,68,47&100,51,109,101
M14,-4.4*,86,97,31,103&98,61,·,106
SK-MEL-2,-37*,103,106,34,95&114,78,86,98
MDA-MB-435,-6.2*,104,103,-18*,97&99,79,91,101
SK-MEL-28,0.4*,100,101,51,112&108,72,90,112

Given with values under each structure: 2 of the compounds above
Below each SMILES: UACC-257, SK-MEL-5, UACC-62, MALME-3M, M14, SK-MEL-2, MDA-MB-435, SK-MEL-28
13: Cc1c(C(N)=O)sc2c1c(=O)n(Cc1ccccc1)c1nnc(S(=O)(=O)Cc3ccccc3)n21
  118, 91, 96, 98, 106, 86, 98, 104
18: Cc1ccc(C(=O)CSc2n[nH]c(-c3ccncc3)n2)cc1
  97, 99, 99, 94, 101, 105, 101, 105

Next part:
49	C=CCNc1ccc2c3c(cccc13)C(=O)N(CC=C)C2=O
50	Cc1cc2nc3c4cc([N+](=O)[O-])cc([N+](=O)[O-])c4n(CCN(C)C)c3nc2cc1C
51	O=S(=O)(O)c1cccc2c(S(=O)(=O)O)cccc12
52	O=C(CN1CCN(c2cc3c(cc2F)c(=O)c(C(=O)O)cn3C2CC2)CC1)N/N=C/c1cc2ccccc2[nH]1
53	COc1ccc(-c2nnc(CSc3nc(-c4c(Cl)cccc4Cl)c(C#N)c(=O)[nH]3)o2)cc1
54	Nc1cc(-c2ccc(Cl)cc2)nn1-c1nc(-c2ccc(Br)cc2)cs1
55	CCCC(C)c1cc([N+](=O)[O-])cc([N+](=O)[O-])c1O (centres undefined)
56	COC(=O)/C=C/c1ccccc1[N+](=O)[O-]

Assay by compound,49,50,51,52,53,54,55,56
UACC-257,114,107,110,98,88,92,109,99
SK-MEL-5,89,92,115,86,98,100,77,108
UACC-62,76,87,105,85,75,91,65,92
MALME-3M,111,76,117,92,94,87,·,107
M14,108,80,99,96,103,96,97,·
SK-MEL-2,116,108,125,85,63,97,73,125
MDA-MB-435,109,92,101,107,109,100,100,106
SK-MEL-28,103,99,108,102,112,95,93,109

57	CCOC(=O)C(CCC(C)C)C(=O)OCC
58	CN1C(=O)N(C)C2(c3ccccc3)N(CC(=O)NCCc3ccccc3)C(=O)NC12c1ccccc1 (centres undefined)
59	CC(C)NCCCCCNc1cc(O)cc2cccnc12
60	CCCCC(CC)OC(=O)Cc1ccccc1 (centres undefined)
61	COc1cc(O)c(C(=O)CC(=O)c2ccncc2)c(OC)c1
62	CCOC(=O)C1=CCC(n2ccc(=O)[nH]c2=O)O1 (centres undefined)
63	O=C1C=CC(=NN=C(c2ccccc2)c2ccccc2)C=C1
64	S=c1nc[nH][nH]1

Assay by compound,57,58,59,60,61,62,63,64
UACC-257,97,112,111,107,120,106,·,105
SK-MEL-5,102,100,88,103,101,95,101,105
UACC-62,101,93,94,101,98,101,95,102
MALME-3M,108,101,24,104,88,91,121,103
M14,·,103,88,101,101,108,104,109
SK-MEL-2,98,107,·,108,104,104,·,111
MDA-MB-435,102,102,101,109,97,110,97,117
SK-MEL-28,107,114,92,109,109,111,101,116

65	COc1ccc(-c2c(N)n[nH]c2-c2cc(OC)c3c(c2)OCO3)cc1
66	O=S(=O)(Nc1cc(Sc2nc3ccccc3s2)c(O)c2ccccc12)c1ccc2ccccc2c1
67	CC[C@]12C=CCN3CC[C@@]4(c5ccc(OC)cc5N(C)[C@H]4[C@@](O)(C(=O)OC)[C@@H]1OC(=O)CCC(=O)O[C@H]1CC[C@H]4[C@@H]5CCC6=CC(=O)CC[C@@H]6[C@H]5CC[C@]14C)[C@@H]32
68	CC/C(Cc1ccccc1)=C(\c1ccc(OCCCN(C)C)cc1)c1ccc(OC(=O)NCc2ccccc2)cc1
69	O=C(CN1C(=O)S/C(=C\c2cc(Cl)ccc2Cl)C1=O)Nc1ncc(Cc2ccc(Cl)cc2)s1
70	NC(=O)c1ccc(Cl)c2ccccc12
71	O=S(=O)(O)c1ccc(Cl)cc1
72	O=C(CCCCC(=O)OCC1COCO1)OCC1COCO1 (centres undefined)
73	CCC(=O)c1ccco1

Assay by compound,65,66,67,68,69,70,71,72,73
UACC-257,93,100,15[100 µM],83,107,106,99,91,102
SK-MEL-5,87,74,-95*[100 µM],74,101,92,98,102,99
UACC-62,67,99,-54*[100 µM],85,94,106,100,103,103
MALME-3M,94,102,-16*[100 µM],42,109,111,98,92,103
M14,83,109,1.7*[100 µM],19,110,106,100,107,96
SK-MEL-2,·,96,-80*[100 µM],98,113,102,96,101,96
MDA-MB-435,34,95,7.0*[100 µM],78,99,106,109,102,99
SK-MEL-28,91,116,-7.8*[100 µM],90,108,117,113,111,107
